# Screening results as filed in PubChem BioAssay.
# 697 NFkB inh – inhibitors of the PMA/ionomycin-induced NF-kB reporter in 697 B cells. inhibition, % at 4 µM. 330,000 tested, 0.33% active. 697 B-cell NF-kB luciferase reporter, 16 h. AID 435022; in the data active means inhibition above about 35%
# SENP8 block – inhibitors of human SENP8 protease | inhibition, % at 10 µM | purified SENP8, Z-RLRGG-aminoluciferin cleavage, luminescence | Q96LD8 | 330,000 tested, 1.2% active
# Target sequence (Q96LD8 whole entry, looked up): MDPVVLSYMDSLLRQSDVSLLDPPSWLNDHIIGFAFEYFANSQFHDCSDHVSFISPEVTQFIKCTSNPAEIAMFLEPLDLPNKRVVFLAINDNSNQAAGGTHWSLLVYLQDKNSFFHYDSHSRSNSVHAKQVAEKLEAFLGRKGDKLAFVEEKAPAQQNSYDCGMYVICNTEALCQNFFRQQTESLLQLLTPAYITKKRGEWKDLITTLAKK
# HKDC1 inh – HKDC1 (human) hexokinase inhibition. recombinant HKDC1, G6PDH/diaphorase resazurin coupled fluorescence. inhibition, % at 20 µM. AID 493160. 340,000 tested, 0.16% active;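 active means inhibition above about 35% when tested at 20 µM, limit read from the data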;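 further: plate controls were DMSO wells with enzyme for no effect and DMSO wells lacking enzyme for full effect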
#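 Assay system: recombinant HKDC1 hexokinase; detection: coupled resazurin fluorescence, excitation 525 nm, emission 613 nm; benchmarks: DMSO-plus-enzyme-mix negative control, buffer-substituted positive control; compound dosing: single 20 µM dose; schedule: 90 min at room temperature in dark; also added: glucose plus 1 mM ATP as hexokinase substrates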
# SENP7 block – SENP7 protease inhibition. 330,000 tested, 1.5% active. recombinant SENP7, Z-RLRGG-aminoluciferin luminescence, 40 min. inhibition, % at 5 µM. Q9BQF6. AID 434973;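 active means inhibition above about 50% at the single test dose, limit read from the data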;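 further: plate controls were DMSO with enzyme for no effect and no enzyme buffer wells for full effect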
# Target sequence (Q9BQF6 706-1050 limits assumed): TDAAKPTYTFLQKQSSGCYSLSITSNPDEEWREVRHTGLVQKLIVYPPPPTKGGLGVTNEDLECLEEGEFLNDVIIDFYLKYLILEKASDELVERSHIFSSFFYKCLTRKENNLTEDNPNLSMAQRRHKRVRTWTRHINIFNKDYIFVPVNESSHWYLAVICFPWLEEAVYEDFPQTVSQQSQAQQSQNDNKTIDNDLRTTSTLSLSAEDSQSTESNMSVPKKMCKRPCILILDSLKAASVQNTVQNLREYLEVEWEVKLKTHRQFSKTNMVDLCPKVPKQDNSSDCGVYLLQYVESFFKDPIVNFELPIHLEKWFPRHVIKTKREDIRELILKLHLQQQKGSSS
# Apaf1 inhib – blocks human Apaf-1 apoptosome activity. O14727. reconstituted apoptosome caspase-3 activity, DEVD-Rh110 fluorescence. inhibition, % at 20 µM. 330,000 tested, 0.71% active. AID 489030; active means inhibition of at least 40% at 20 µM;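 further: plate controls were DMSO wells for no effect and DEVD-CHO caspase inhibitor wells for full effect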
#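 Material: reconstituted apoptosome with Apaf-1, cytochrome c, caspase-9, procaspase-3, dATP; medium: pH 7.5 Hepes buffer with CHAPS, BSA, DTT; also added: cytochrome c and DEVD-Rh110 substrate; timing: 30 min plus 50 min, RT; signal: Rh110 fluorescence intensity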
# UBC13 polyUb – blocks human UBC13 polyubiquitin chain formation; AID 485273; 330,000 tested, 0.47% active; inhibition, % at 20 µM; P61088; TR-FRET; in the data active means inhibition above about 45%, passing the limit was not always enough
# Target sequence (P61088 whole entry, looked up): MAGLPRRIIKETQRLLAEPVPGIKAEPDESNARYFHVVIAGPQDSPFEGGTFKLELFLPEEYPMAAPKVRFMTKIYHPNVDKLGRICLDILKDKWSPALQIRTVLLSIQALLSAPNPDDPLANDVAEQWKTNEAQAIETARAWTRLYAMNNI
# Jurkat NFkB inh – inhibitors of the PMA/ionomycin-induced NF-kB reporter in Jurkat cells | inhibition, % at 4 µM | 330,000 tested, 0.53% active | AID 435003 | PMA/ionomycin-induced NF-kB luciferase reporter, luminescence
# Gli-Sufu block – antagonists of Gli-Sufu signaling. Sufu-KO-LIGHT fibroblasts, Gli luciferase reporter luminescence. inhibition, % at 5 µM. 340,000 tested, 0.74% active;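 active means inhibition above about 55%, limit read from the data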;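 further: 0% = DMSO-treated cells and 100% = wells with medium but no cells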
# Active calls of the source: *; . = no result given. Unless noted, no stated cut-off is given here; in the data, active means inhibition above about 50%; inactive means the rest.
SMILES,697 NFkB inh,SENP8 block,HKDC1 inh,SENP7 block,Apaf1 inhib,UBC13 polyUb,Jurkat NFkB inh,Gli-Sufu block
C=CCN1C(=O)C2C(C(=O)NC3CCCCC3)C3C=CC2(O3)C1C(=O)NC1CCCC1 (stereo not given),-5,10,-1,5,1,0,-4,6
Cc1ccc(CNC(=O)C2CC(c3cccc(F)c3)=NO2)cc1 (stereo not given),-19,-19,-1,-7,19,-8,-13,-3
CC(=O)N=c1cccc(NC(C)=O)n1O,9,-8,-6,-9,-22,6,0,-4
CC1CCC/C(=C\Nc2ccc(C(=O)O)cc2)C1=O (stereo not given),-120,39,-3,18,-2,1,-17,-23
O=C(NCCN1CCOCC1)c1cccc(S(=O)(=O)N2CCCCCC2)c1,9,-3,5,3,1,0,4,3
O=C(COC(=O)c1c[nH]c2ccccc12)Nc1ccc(F)cc1,4,-18,1,-10,21,6,0,-8
O=C(NCc1ccccc1)c1cccnc1,-48,-5,-7,-6,5,-6,2,-4
O=C(c1ccc2c(c1)OCO2)C1CCCN(Cc2cccn2-c2cccnc2)C1 (stereo not given),1,3,-6,-2,0,19,0,2
COc1ccc(/C=C/C(=O)NC2CCCCC2C)cc1 (stereo not given),-9,-5,-3,-2,3,-4,-11,3
Cc1ccc(NC(=O)c2ccc3c(c2)OCCO3)cc1,-252,26,1,34,0,13,-139,4
CCOC(=O)C(C)n1cnc2c(nnn2-c2ccc(C)cc2)c1=O (stereo not given),-9,2,1,-6,-15,5,0,-16
CN(Cc1ccccc1)C(=O)c1nc2ccccn2c1CN1CCCC1c1nccs1 (stereo not given),14,3,-3,-8,-6,6,4,16
N#CC(c1ccccc1)c1cccc(Cl)n1 (stereo not given),-6,-13,0,0,9,0,2,20
COc1cc(C(=O)Nc2ccc(C)c(S(=O)(=O)N(C)C)c2)ccc1OCC(=O)N1CCOCC1,-4,-4,-1,-2,-7,-2,-20,-7
CCCCCCNC(=O)c1cn(CC)c2cc(N3CCN(C)CC3)c(F)cc2c1=O,-7,2,2,5,17,11,-19,8
C/C(=N\NC(=O)COc1c(C)cccc1C)c1cccs1,-5,5,-5,4,-12,-4,-9,11

# Among those listed so far, these contain an aryl methoxy group:
SMILES,697 NFkB inh,SENP8 block,HKDC1 inh,SENP7 block,Apaf1 inhib,UBC13 polyUb,Jurkat NFkB inh,Gli-Sufu block
COc1ccc(/C=C/C(=O)NC2CCCCC2C)cc1 (stereo not given),-9,-5,-3,-2,3,-4,-11,3
COc1cc(C(=O)Nc2ccc(C)c(S(=O)(=O)N(C)C)c2)ccc1OCC(=O)N1CCOCC1,-4,-4,-1,-2,-7,-2,-20,-7

# (further entries)
SMILES,697 NFkB inh,SENP8 block,HKDC1 inh,SENP7 block,Apaf1 inhib,UBC13 polyUb,Jurkat NFkB inh,Gli-Sufu block
Cc1ccc(-n2c(N)cc(=O)nc2SCC(=O)N2CCN(c3ccccc3)CC2)cc1C,-49,-6,-3,-4,9,-5,10,-1
COc1ccc(CN(C)S(=O)(=O)c2ccc3c(c2)OCCO3)cc1,-13,-1,-1,-3,22,-12,10,-13
Cc1onc(-c2ccccc2)c1C(=O)N(CC(C)C)c1c(N)n(CC(C)C)c(=O)[nH]c1=O,-2,-7,-6,-14,2,-24,7,-6
COc1cccc(CN2C(=O)CCC2(C)C(=O)NC2CCCC2)c1 (stereo not given),-13,-7,-1,-5,5,-3,3,1
COC(=O)Cc1[nH]nc2c1C(c1cc(OC)c(OC)c(OC)c1)C(C#N)=C(N)O2 (stereo not given),16,1,-1,6,-15,3,8,0
O=C(c1cc(-c2cccc(O)c2)on1)N1CCCCCC1,-94,20,-2,16,10,12,-110,-22
COc1cc2c(cc1NC(=O)C(C)Sc1nc3ccccc3n1C)oc1ccccc12 (stereo not given),-12,1,-6,11,16,-14,-5,-5
Cc1cc(S(=O)(=O)N2CCCC(N(C)CCc3ccccn3)C2)c(C)cc1Cl (stereo not given),-31,-8,3,-9,5,-2,1,28
O=C(CN(Cc1ccco1)C(=O)Cn1nnc(-c2cccs2)n1)NCc1ccccc1,-26,0,-4,-2,-12,-8,-15,10
Nc1nc2ncc(C(=O)c3cc(F)ccc3O)cc2s1,-17,1,-2,-3,-11,8,7,3
O=C(COC(=O)/C=C/c1ccc(C(F)(F)F)cc1)NCC1CCCO1 (stereo not given),0,-7,-1,-3,-5,-6,4,-1
COc1ccc(NC(=O)/C(C#N)=C\c2ccc(OCc3ccc(C(=O)O)cc3)c(OC)c2)cc1,5,0,2,5,3,-10,-1,-4
Cc1[nH]ncc1-c1ccccc1Cl,-2,-3,-1,2,9,4,-5,0
COC(=O)c1oc2ccccc2c1N,-21,-20,-3,-2,-4,-7,-15,-17
CCCSC1=C(C#N)C(c2cccs2)C(C(=O)Nc2ccccc2)=C(C)N1 (stereo not given),10,4,3,0,-2,17,-5,-32
Cc1ccc(C(=O)NCC(=O)OC(C)C(=O)NC2CCCCC2C)cc1C (stereo not given),12,-5,-5,0,-4,3,3,-9
Cc1c(C(=O)NCC(C)C)sc2nc(-c3ccc(F)cc3)cn12,-42,-1,-6,-2,-8,4,-60,4
O=C(NCCc1ccccn1)c1cc2ccccc2o1,-17,1,3,-6,5,7,-43,-26
O=C(Nc1ccc(NC(=O)c2cccs2)cc1)c1ccccc1,-13,-32,1,46,2,1,-70,28
Clc1ccc(NCc2nncn2-c2ccccc2)cc1,3,13,-3,1,-5,-4,3,-5
CCOC(=O)C1CCN(C(=O)C(CCSC)NC(=O)c2ccccc2OC)CC1 (stereo not given),-1,-6,-6,3,4,4,-3,-1
CCOC(=O)CCC(=O)NCc1ccc2c(c1)cc(C)n2C,14,2,-2,-6,-2,-4,-7,4
COc1ccc(O)c(C(=O)c2cnn(-c3ccc(Cl)cc3)c2)c1,-12,14,0,1,15,-1,-14,-2
COc1ccc(CCN2C(=O)CSC2c2ccc(F)cc2)cc1 (stereo not given),-10,-10,0,-10,19,5,-15,-3
COc1ccc(C(=O)NCC(=O)O)cc1,6,-4,4,6,-1,9,4,3
Cc1ccc(C(=O)N2CCC(N3CCC(C(=O)N4CCOCC4)CC3)CC2)cc1C,11,1,-3,0,-7,11,7,2
O=S(=O)(c1ccc(F)cc1)N1CCCC(CO)C1 (stereo not given),-24,32,2,6,8,-4,-7,52
N#Cc1ccc(OCC(=O)Nc2ccccc2NS(=O)(=O)c2cccs2)cc1,-5,-6,3,-5,14,-7,-11,53
COc1ccccc1N1CCN(C(=O)c2cccc(N3C(=O)NC4CC3(C)Oc3c(OC)cccc34)c2)CC1 (stereo not given),8,-1,-3,-4,7,-8,-15,7
COC(=O)CN1C(=O)[C@H]2[C@@H](/C=C/c3ccccc3)N3C(=O)CN(Cc4ccccn4)C(=O)[C@@]3(Cc3ccccc3)[C@H]2C1=O,13,5,2,9,13,0,11,-14
COC(=O)c1c(C)oc(C)c1S(=O)(=O)NCc1ccc(Cl)cc1,-4,-3,-4,-6,1,-4,-10,-3
O=C(Nc1ccc2ccccc2c1)c1ccccc1F,-328,82*,1,92*,9,-5,-221,-91

# Some of the entries so far, with values under each structure:
# Each structure is followed by: 697 NFkB inh	SENP8 block	HKDC1 inh	SENP7 block	Apaf1 inhib	UBC13 polyUb	Jurkat NFkB inh	Gli-Sufu block
Cc1ccc(C(=O)N2CCC(N3CCC(C(=O)N4CCOCC4)CC3)CC2)cc1C
→ 11	1	-3	0	-7	11	7	2
O=S(=O)(c1ccc(F)cc1)N1CCCC(CO)C1 (stereo not given)
→ -24	32	2	6	8	-4	-7	52
COC(=O)c1c(C)oc(C)c1S(=O)(=O)NCc1ccc(Cl)cc1
→ -4	-3	-4	-6	1	-4	-10	-3
N#Cc1ccc(OCC(=O)Nc2ccccc2NS(=O)(=O)c2cccs2)cc1
→ -5	-6	3	-5	14	-7	-11	53
COc1ccc(C(=O)NCC(=O)O)cc1
→ 6	-4	4	6	-1	9	4	3

# (listing goes on)
SMILES,697 NFkB inh,SENP8 block,HKDC1 inh,SENP7 block,Apaf1 inhib,UBC13 polyUb,Jurkat NFkB inh,Gli-Sufu block
CCOc1ncccc1C(=O)OCC(=O)NCCc1ccccc1,-19,-4,-4,-1,4,1,-6,-19
CC(C)(C)N(Cc1ccccc1)C(=O)COC(=O)c1cccc([N+](=O)[O-])c1,13,1,4,-1,-9,6,4,19
Cc1c(C(=O)O)c(C(=O)O)c2n1CCS2,12,2,1,1,-2,-4,-11,1
O=C(CN1CCN(S(=O)(=O)c2ccc(Br)cc2)CC1)c1ccc(O)c(O)c1,-16,3,-4,-2,1,-9,8,.
CCCCOc1ccc(Cl)cc1CSc1n[nH]c(C)n1,7,-4,0,6,4,7,8,-5
CC(C)Oc1ccc(CCN=C(N)N=C(N)N)cc1Cl,-3,-1,-3,4,-4,6,1,14
CCOC(=O)N1CCN(c2ccc([N+](=O)[O-])cc2)CC1,-18,-1,3,2,-142,-3,13,8
CCC1CCCCN1CCCNC(=O)Cn1ncc2c([nH]c3ccc(C)cc32)c1=O (stereo not given),1,3,7,4,5,16,2,17
O=c1n(Cc2ccccc2F)c2ccccc2n1Cc1ccccc1F,-33,-3,10,0,8,10,3,5
CCC/C(C#Cc1cc(OC)cc(OC)c1)=C1/c2ccccc2C(=O)N1c1ccccc1,4,-7,-3,3,19,-7,-3,-10
O=C(NCc1ccc(F)cc1)C(c1ccccc1)N(CC1CCCO1)C(=O)Cn1nnc2ccccc21 (stereo not given),-4,0,0,4,7,3,6,7
Cc1c(C(=O)NNC(=O)c2csc(N3CCOCC3)n2)cccc1[N+](=O)[O-],24,-3,-3,9,-13,4,3,-1
Cc1cc(=O)[nH]c2c1c(C)nn2C1CCCC1,-4,8,-4,4,-5,-1,-28,0
O=S(=O)(NCCSc1ccc(Cl)cc1)c1ccc2c(c1)OCCO2,-6,-6,10,-1,13,2,-7,18
COc1ccccc1-c1nnc(SCC(=O)N2CCOCC2)o1,-15,-1,-8,2,1,-9,-38,-29
CCC(=O)N(C)CCc1cc2c(c(OC)c1/C=N/NC(=O)c1ccc(Br)cc1)OCO2,-21,0,16,11,17,-8,9,9
O=C(CCCNC(=O)c1ccc(Cl)cc1)Nc1ncccc1O,19,-1,1,-6,-15,8,22,-15
COc1ccc(OC)c(S(=O)(=O)N2CCC(C(=O)NCc3ccccc3)CC2)c1,12,4,-3,0,0,5,6,-1
Cc1cc(C)c2oc(C(=O)Nc3ccc(S(=O)(=O)Nc4nccs4)cc3)cc(=O)c2c1,12,4,6,4,2,2,12,-5
C=CCNc1cnn(-c2ccccc2)c(=O)c1Cl,-10,-8,2,-13,-2,-6,-22,-24
CS(=O)(=O)c1ccc(NC(=O)C2CC(=O)N(c3ccc4c(c3)OCCO4)C2)cc1 (stereo not given),6,-7,-5,-5,7,4,1,-8
COc1cccc(C(=O)Oc2cc(C)[nH]c(=O)c2[N+](=O)[O-])c1,-16,0,6,-17,1,-8,-1,8
COc1cccc(NC(=O)CN(C)C(=O)CCc2nc3sc4c(c3c(=O)[nH]2)CCCC4)c1,3,1,3,-3,6,2,7,10
CCCC(=O)Nc1cccc(Oc2ccc3c(c2)C(=O)NC3=O)c1,-16,-14,-5,-17,3,-5,-14,-4
Cc1c(CCC(=O)O)c(=O)oc2cc(OCc3cccc(Cl)c3)ccc12,4,-13,3,3,11,4,10,-4
C=C(Br)Cn1c(CCCC)nc2ccccc21,-10,4,3,3,-9,12,-1,-8
O=C1c2ccccc2C(=O)N1CCCCN(C(=O)c1ccc(Cl)s1)c1ccc(Cl)cc1,14,8,-8,14,19,11,-7,6
CCC(=O)NC(NC(=S)Nc1ccc(S(N)(=O)=O)cc1)C(Cl)(Cl)Cl (stereo not given),3,2,-7,-2,1,12,5,4
O=C(Nc1ccc(CN2CCCCC2)cc1)c1ccc2c(c1)OCO2,17,-1,-9,4,-7,10,-33,-3
O=C(CCn1ccc2cc(S(=O)(=O)N3CCCC3)ccc21)NCCc1ccccc1,7,-2,0,0,-1,6,12,-1
